RSV antiviral HEp-2: RSV antiviral activity via CPE protection, HEp-2 cells, primary 10 µM value included (AID 2391); HEp-2 cells, RSV-induced CPE inhibition; higher % means a stronger effect; CPE inhibition, % at 10 µM, or IC50 in µM where a hit was titrated; 0.13% of 310,000 active; in the data active = a potency from the dose series; inconclusive = CPE inhibition mostly from about 23% at the one dose, without a potency; inactive = the rest, 99 in 100 with CPE inhibition below about 21%; also: strong numbers were not always called active
MgcRacGAP inhibition: MgcRacGAP GTPase-activating activity inhibitors, confirmation, biochemical, ADP Hunter fluorescence. MgcRacGAP-stimulated Rac1 GTP hydrolysis, ADP Hunter fluorescence; higher % means a stronger effect; GST-tagged Rac1 F28L mutant substrate. inhibition, % at 30 µM; hits with a dose series show IC50 in µM. 0.6% of 340,000 active;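 active = first-screen hits whose inhibition reached a set limit at any dose in the follow-up dose series; inconclusive = inhibition above the set first-screen limit but never retested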;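 also: fluorescence reports GDP produced by GAP-driven GTP hydrolysis; strong numbers were not always called active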
Large T inhibition: SV40 large T antigen inhibitors, biochemical (AID 1903) | SV40 large T antigen ATPase/helicase inhibition assay; higher % means a stronger effect | inhibition, % at 20 µM, or IC50 in µM where a hit was titrated | 0.39% of 310,000 active; in the data active = a potency from the dose series; inconclusive = inhibition mostly from about 32% at the one dose, without a potency; inactive = the rest, 99 in 100 with inhibition below about 32%; also: strong numbers were not always called active
PhoP inhibition: PhoP-dependent GFP reporter repression – Salmonella Typhimurium, primary screen (AID 1863) | S. Typhimurium PhoP-regulated promoter GFP reporter, 4 h; higher % means a stronger effect | one-dose inhibition, % at 50 µM; IC50 in µM for titrated hits | 0.16% of 300,000 active;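 active = inhibition over 29.93%, a cutoff 3 SD above the screen mean, later confirmed by dose response; inconclusive = inhibition over 29.93% but no dose response follow-up; inactive = inhibition at most 29.93% or unconfirmed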;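 also: 0% = low Mg2+ inducing control and 100% = high Mg2+ repressing control; strong numbers were not always called active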
Myeloid diff 2: myeloid differentiation induction. ER-HoxA9 myeloid progenitors, lysozyme-GFP differentiation, flow cytometry. calls only at 10 µM. 1% of 360,000 active;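 active = normalized GFP-positive differentiation at or above the plate's own cutoff, the solvent-only control mean plus 3 SD; inconclusive = no clear call, values can overlap the other calls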;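 also: cells exposed to compound for four days before flow analysis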
T cell HTS: T cell immune modulation candidate. 2C CD8+ T cell-vesicle binding, flow cytometry; hits give low values. 0.068% of 330,000 active. calls only at 7 µM;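 active = response, share of CD8 T cells binding vesicles, and their 90th percentile fluorescence all below set limits, cut at about 80% in these data, passing the limit was not always enough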
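Material: murine 2C transgenic CD8+ T lymphocytes / Also added: QL9-peptide-loaded Drosophila micro-vesicles bearing Ld, ICAM-1 and B7-1 / Schedule: binding step 1.5 h, 37 °C, antibody labelling 20 min, ice / Signal: flow cytometry, PE anti-B7-1 (FL2) versus Alexa647 anti-CD8 (FL8), PFA-fixed / Evaluation: percent CD8+ FL2 mean versus row control / Benchmarks: naked versus QL9-loaded vesicles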
West Nile virus CPE: inhibition of WNV-induced cytopathic effect – cell-based, CPE readout (AID 1621) | West Nile virus-infected cells, CPE inhibition; higher % means a stronger effect | one-dose CPE inhibition, % at 10 µM; IC50 in µM for titrated hits | 0.02% of 290,000 active; in the data active = a potency from the dose series; inconclusive = CPE inhibition mostly from about 3.7% at the one dose, without a potency; inactive = the rest, 99 in 100 with CPE inhibition below about 2.2%; also: strong numbers were not always called active
bCat nuc transl: alters nuclear translocation of beta-catenin in HeLa cells; AID 1665; nuclear translocation activity, % at 5 µM; immunofluorescence imaging; 0.3% of 190,000 active;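 active = nuclear translocation activity above 50% at 5 µM, with a well cell count of 50 or more; inconclusive = wells under 50 cells across six images, flagged as toxic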;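 also: per-cell ratio of nuclear to cytoplasmic median beta-catenin stain intensity; plate controls were DMSO negative control for no effect and GSK-3 inhibitor IX positive control for full effect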
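Test system: HeLa cells, endogenous beta-catenin; Compound: single 5 µM dose plus 0.02–20 µM confirmation series; Times: compound exposure 24 h at 37°C; Signal: fluorescence imaging of beta-catenin antibody stain plus DAPI; Read-out: % activation, nuclear-to-cytoplasmic median beta-catenin signal ratio per cell.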
WT yeast gro inh: growth inhibition of WT yeast, mitochondrial fusion screen; mitochondrial fusion phenotypic screen, WT strain; inhibition, % at 10 µM; 2.1% of 190,000 active; AID 1362; in the data active = inhibition above about 58%; tested in S. cerevisiae
WT yeast gro inh mutant strain: recorded beside WT yeast gro inh, whose call it bears; inhibition, %; mitochondrial fusion phenotypic screen, mutant strain inhibition
bCat nuc transl cell count 5 µM: also measured in bCat nuc transl; calls as there; cell count; measured here: cell count, cytotoxicity flag
T cell HTS vesicle-bound %: second read-out of T cell HTS, no call of its own (marks repeat the call); double positive events, %; measured here: CD8+ vesicle-bound cell fraction;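 binding gate set so that unloaded-vesicle control wells show 10% double positive cells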
Myeloid diff 2 GFP+ MAC1+ %: recorded beside Myeloid diff 2, whose call it bears; GFP+ MAC1+ double positive, %; measured here: differentiation confirmed by MAC1 staining
Starred values were filed as active, the others as inactive; i = inactive; ? = inconclusive; . = no result given; + = active, no number.

Each structure is followed by: MgcRacGAP inhibition	WT yeast gro inh mutant strain	West Nile virus CPE	WT yeast gro inh	Myeloid diff 2	bCat nuc transl	T cell HTS vesicle-bound %	RSV antiviral HEp-2	bCat nuc transl cell count 5 µM	Myeloid diff 2 GFP+ MAC1+ %	PhoP inhibition	T cell HTS	Large T inhibition
- Cc1ccccc1NC(=O)c1cc(-c2ccccc2)n(CCCN2CCOCC2)c1C
  .	.	-0.1%	.	i	-4.5	30	.	1263	0.4	-5%	i	5%
- NC(=O)OCCCc1ccccc1
  -1%	.	0.0%	.	i	.	27	-0.4%	.	1.7	-8%	i	10%
- CCCCCCCn1c(=O)c(C(=O)Nc2cnccn2)c(O)c2ccccc21
  5%	.	-1.5%	.	?	2.3	23	.	1084	.	-8%	i	22%
- Nc1c(C(=O)NCCN2CCOCC2)c2nc3ccccc3nc2n1Cc1ccco1
  16%	5	0.4%	10	i	2.6	29	-2.2%	1229	0.8	11%	i	7%
- Cc1cccc(OP(=O)(Oc2ccccc2)OC(c2ccccc2)C(F)(F)F)c1 (stereo not drawn)
  2%	-12	-0.1%	46	i	-0.7	41	3.6%	508	0.9	-1%	i	17%
- OC1C2CN3CN(C2)CC1(c1ccccc1)C3 (stereo not drawn)
  3%	.	0.5%	.	i	-0.6	.	.	1340	0.5	-12%	.	.
- Clc1cnc(Oc2ccc(Oc3ncc(Cl)cc3Cl)cc2)c(Cl)c1
  2%	-10	0.3%	-3	i	.	.	2.5%	.	5.0	-11%	.	1%
- c1cncc(CNC2=NCCCCC2)c1
  0%	-1	0.3%	-11	i	0.5	16	0.2%	918	0.6	5%	i	12%
- CC1=C2C3OC(=O)C(C)C3CC[C@@]2(C)C=CC1=O (stereo partly drawn)
  7%	.	0.2%	.	i	-4.2	27	-0.2%	1133	1.6	-1%	i	9%
- CC(=O)O[C@H]1CC[C@@]2(C)C(=CC[C@@H]3[C@@H]2CC[C@]2(C)C(=O)CC[C@@H]32)C1
  4%	.	.	.	i	.	63	?	.	2.2	-7%	i	5%
- COCCCNC(=O)c1c(NC(=O)c2ccccc2Cl)n(Cc2ccccc2)c2nc3ccccc3nc12
  5%	-14	-0.3%	1	i	0.4	22	0.1%	1076	0.5	-2%	i	10%
- BrCC(Br)(Br)Br
  0%	.	.	.	i	.	18	0.3%	.	1.3	.	i	.
- COc1cc(CN2CCN(c3cc(C)ccc3C)CC2)ccc1O
  1%	2	-0.5%	-2	i	.	6	0.0%	.	30	3%	i	2%
- CCc1c(C(=O)NN2C(=O)C3C4CCC(O4)C3C2=O)csc1C (stereo not drawn)
  3%	-24	-0.4%	-7	i	.	33	2.8%	.	0.5	10%	i	10%
- CNC(C(=O)c1ccccc1)C(OC)c1ccccc1 (stereo not drawn)
  2%	4.2*	-0.3%	80*	i	-2.6	49	-0.1%	1467	1.0	3%	i	-5%
- COC(=O)C1=C(c2ccc(-c3ccccc3)c(F)c2)C[C@@H]2CC[C@H]1N2C(=O)NCCO
  -6%	.	.	.	i	.	4	1.0%	.	2.0	.	i	.
- COc1ccc2[nH]c3c(c2c1)CCNC3
  -4%	.	.	.	i	.	39	.	.	1.2	4%	i	11%
- CC(C)(CN)CC(=O)O
  -16%	.	0.2%	.	i	-1.2	44	1.7%	1335	0.6	2%	i	3%
- CCn1c(C)c(C(=O)O)c2cc(OC)ccc21
  8%	4	-0.1%	1	i	.	28	1.1%	.	0.6	-6%	i	2%
- C/C(=N\N1CCCCC1)c1c(O)[nH]c(=O)[nH]c1=O
  3%	-4	.	-7	i	10	41	2.1%	637	0.4	1%	i	6%

Arranged by number of heavy atoms (low to high): 3 of the compounds above.
Each structure is followed by: MgcRacGAP inhibition	WT yeast gro inh mutant strain	West Nile virus CPE	WT yeast gro inh	Myeloid diff 2	bCat nuc transl	T cell HTS vesicle-bound %	RSV antiviral HEp-2	bCat nuc transl cell count 5 µM	Myeloid diff 2 GFP+ MAC1+ %	PhoP inhibition	T cell HTS	Large T inhibition
- COc1ccc2[nH]c3c(c2c1)CCNC3
  -4%	.	.	.	i	.	39	.	.	1.2	4%	i	11%
- OC1C2CN3CN(C2)CC1(c1ccccc1)C3 (stereo not drawn)
  3%	.	0.5%	.	i	-0.6	.	.	1340	0.5	-12%	.	.
- COC(=O)C1=C(c2ccc(-c3ccccc3)c(F)c2)C[C@@H]2CC[C@H]1N2C(=O)NCCO
  -6%	.	.	.	i	.	4	1.0%	.	2.0	.	i	.

Carrying on.
Each structure is followed by: MgcRacGAP inhibition	WT yeast gro inh mutant strain	West Nile virus CPE	WT yeast gro inh	Myeloid diff 2	bCat nuc transl	T cell HTS vesicle-bound %	RSV antiviral HEp-2	bCat nuc transl cell count 5 µM	Myeloid diff 2 GFP+ MAC1+ %	PhoP inhibition	T cell HTS	Large T inhibition
- CC(=O)O[C@]1(c2ccccc2)CCN(C)[C@H]2CCCC[C@@H]21
  7%	-5	-0.5%	-13	i	0.5	34	0.9%	525	0.5	6%	i	15%
- CN1C(=O)C(=Cc2ccc(N3CCCCCC3)cc2)C(=O)N(C)C1=O
  13%	.	-0.8%	.	i	4.4	10	0.1%	940	0.5	-6%	i	10%
- CC1CCCN(C(=O)CN2C3CCC2CC(O)(c2ccc(F)cc2)C3)C1 (stereo not drawn)
  13%	-20	-0.7%	-11	i	-2.4	54	-0.6%	1102	1.0	-9%	i	-7%
- C[N+](C)(C)CC(=O)Nc1ccc(Cl)cc1C(=O)c1ccccc1
  8%	6	0.6%	7	i	-1.3	29	0.2%	1056	0.5	-2%	i	5%
- Cc1ncc([N+](=O)[O-])n1CCOc1nonc1N
  -11%	-7	0.5%	-3	i	-5.1	48	0.9%	1043	0.0	-2%	i	11%
- CCCCn1c(O)c(C=NCCCn2ccnc2)c(=O)[nH]c1=O
  10%	3	0.6%	3	i	-5.6	37	0.8%	950	0.9	4%	i	4%
- C/C(=N\NC(=O)c1ccccc1O)c1c(O)n(Cc2ccccc2)c(=O)[nH]c1=O
  6%	.	-0.3%	.	i	-3.0	26	0.4%	1235	0.8	1%	i	18%
- O=c1[nH]c(=O)n(-c2cccc(Cl)c2)c(O)c1C=NCCCN1CCOCC1
  14%	7	0.0%	0	i	-6.8	44	0.8%	871	0.8	-7%	i	3%
- O=C1NC(=O)C(CCc2ccncc2)(CCc2ccncc2)C(=O)N1CCc1ccccc1
  3%	0	-0.4%	-6	i	-1.4	56	-0.5%	1184	0.0	6%	i	1%
- Cc1cc(OC(=O)CCNC(=O)OC(C)(C)C)c2c3c(c(=O)oc2c1)CCC3
  6%	29	-0.3%	27	i	0.7	54	3.1%	1150	0.4	4%	i	2%
- Cc1ccccc1-n1c(C)nc2ccccc2c1=O
  6%	2	0.7%	9	i	-3.5	69	-0.7%	983	0.1	9%	i	24%
- COC(=O)C1=C(c2ccc(OC)c(OC)c2)C[C@@H]2CC[C@H]1N2C(=O)N1CCCCC1
  6%	.	.	.	i	.	31	-0.9%	.	0.6	.	i	.
- O=C(N=Nc1c(O)[nH]c(=O)[nH]c1=O)C1COc2ccccc2O1 (stereo not drawn)
  11%	-26	-0.9%	-8	i	2.4	56	2.3%	1055	0.1	-6%	i	-3%
- CSc1ncc(CN2CCCC(C(=O)c3cccc(Cl)c3)C2)cn1 (stereo not drawn)
  8%	43	-1.1%	34	i	1.2	20	9.3%	983	0.3	10%	i	-2%
- COc1ccc(OCC(=O)N2CCN(C/C=C/c3ccccc3)CC2)cc1
  -6%	18	-0.8%	20	i	-0.3	20	-1.2%	1470	0.2	-2%	i	-8%
- O=C(O)C1C(C(=O)O)C2(Cl)C(Cl)=C(Cl)C1(Cl)C2(Cl)Cl (stereo not drawn)
  12%	.	.	.	i	.	24	1.5%	.	0.9	.	i	.
- CCOP(=O)(OCC)C1(O)C(=O)Nc2ccc(Br)cc21 (stereo not drawn)
  7%	-1	-0.3%	2	i	-0.8	19	3.6%	956	0.9	3%	i	10%
- O=C(c1ccco1)c1cn(Cc2ccc(Cl)cc2)c2ccccc12
  11%	23*	?	69*	i	.	31	4.5%	.	1.0	21%	i	-2%
- COC(=O)C1=C(c2cccc(OCc3ccccc3)c2)C[C@@H]2CC[C@H]1N2C(=O)NCc1ccc(OC)cc1
  11%	.	.	.	+	.	40	3.5%	.	3.8*	.	i	.
- CC1(C)C(=O)CC[C@]2(C)C3C(=O)C=C4[C@H]5C[C@@](C)(C(=O)O)CC[C@]5(C)CC[C@]4(C)[C@]3(C)CC[C@@H]12 (stereo partly drawn)
  7%	.	0.0%	.	i	-1.5	49	0.1%	1124	1.3	-2%	i	22%
- O=C1Nc2cc(C(=O)N3CCC4(CC3)OCCO4)ccc2S/C1=C\c1ccccc1
  8%	.	-0.2%	.	i	.	17	-0.1%	.	1.9	2%	i	.
- CCn1nc(-c2ccccc2)nc2c(=O)n(C)c(=O)nc1-2
  -30%	94	0.2%	90	?	0.1	44	-4.0%	997	.	-8%	i	-15%
- CNS(=O)(=O)c1ccc(-c2ccc(C=C3C(=O)NC(=O)NC3=O)o2)cc1
  7%	.	-0.6%	.	i	.	19	0.4%	.	2.0	-9%	i	32%
- CC1(O)CCN2C(=O)CCc3cccc1c32 (stereo not drawn)
  2%	.	.	.	i	.	46	6.4%	.	1.1	.	i	.
- Cc1ccccc1CCNCc1ccc(Br)cc1
  0%	25	-0.6%	5	i	.	55	2.4%	.	0.1	19%	i	10%
- COC(=O)C1=C(c2ccc(S(C)(=O)=O)cc2)C[C@@H]2CC[C@H]1N2C(=O)NCc1ccco1
  -3%	.	-0.2%	.	i	.	23	3.6%	.	2.2	-11%	i	9%
- Cc1nn(Cc2ccc(Cl)cc2Cl)c(Cl)c1C(=O)NC1CCCc2ccccc21 (stereo not drawn)
  1%	-7	-1.6%	12	i	2.3	30	2.9%	804	0.5	11%	i	11%
- C/C(=N\Nc1ccccc1)c1c(O)[nH]c(=O)[nH]c1=O
  5%	.	0.0%	.	i	0.4	40	0.8%	1293	0.6	-2%	i	16%

Assay outcomes (PubChem BioAssay)

These rows are one share of the data; the hit share may differ from the screen's.
